Yeast tox: yeast growth toxicity, wild-type and mutant, primary screen, cytotoxicity control for eIF2B function restoration project, wild-type and eIF2Bepsilon R284H mutant, A595. S. cerevisiae wild-type growth, A595 turbidity, 16 h. growth inhibition, % at 25 µM (by protocol). hit rate 0.3% among 30,000. AID 685, 2007;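 active = mutant and wild-type yeast strains alike exhibit over 30% growth inhibition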;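 note: 0% = untreated cell controls and 100% = YPD media blanks without cells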
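Test system: Wild-type and eIF2Bepsilon-R284H mutant S. cerevisiae, screened separately | Dosing: Single 25 µM compound dose in 0.2% DMSO | Schedule: 16 h compound exposure during growth at 30 °C | Detection: A595 turbidity | Evaluation: Growth inhibition (%) versus cell controls and blanks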
eIF2B yeast act: GCN4-lacZ reporter reduction in eIF2B-epsilon mutant yeast, primary screen, S. cerevisiae, eIF2B-epsilon R284H, Beta-Glo luminescence; inhibition, % at 25 µM (by protocol); AID 688, 2007; hit rate 0.91% among 27,000;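 active = mutant luminescence inhibited past about 50% while wild type luminescence and mutant growth stay under set limits, limit read from the data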; note: some compounds called inactive have numbers as strong as hits
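Material: yeast eIF2B-epsilon R284H mutant carrying GCN4–beta-galactosidase fusion. Medium: YPD yeast growth medium. Incubation: 16 h growth with compound at 30 °C, 90 min Beta-Glo step. Signal: Beta-Glo luminescence plus absorbance at 595 nm. Evaluation: % inhibition of reporter signal and growth versus controls. Doses: 25 µM single dose.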
Yeast tox inhibition %: second read-out of Yeast tox, no call of its own (marks repeat the call); growth inhibition, %; S. cerevisiae eIF2Bepsilon-R284H mutant growth, A595 turbidity, 16 h;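 each compound tested once at 25 µM; 0% equals untreated cells and 100% equals cell-free medium blanks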
eIF2B yeast act mutant toxicity: further read-out of eIF2B yeast act, marked with its call; growth inhibition, %; measured here: mutant yeast growth, toxicity;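 each compound tested once at 25 µM; zero equals untreated control growth and 100 equals blank medium absorbance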
The depositor's hits bear a star; . = no result given.

SMILES | Yeast tox | Yeast tox inhibition % | eIF2B yeast act | eIF2B yeast act mutant toxicity
COc1cc(Cl)c(S(=O)(=O)N2CC(C)OC(C)C2)cc1Cl (configuration not stated) | -3 | 16 | 42 | 16
COc1cc(C2CC(=O)c3cnc(N)nc3C2)cc(OC)c1OC (configuration not stated) | -1 | 8 | 11 | 8
Cc1ccc(NC(=O)CN(C)CC(=O)Nc2c(C)cccc2C)c(Br)c1 | 7 | 0 | -21 | .
CC(=O)CCc1c[nH]c2c(C(=O)O)cccc12 | -12 | -6 | -1 | -6
Cc1ccc(Cn2c(NC(=O)c3ccco3)nc3ccccc32)cc1 | -48 | -59 | 27 | -59
CCCCNS(=O)(=O)c1ccc(NS(=O)(=O)c2c(C)cc(C)cc2C)cc1 | 17 | 0 | 16 | .
O=C(NCC1CCCO1)C1CC(=O)N(C2CCCC2)C1 (configuration not stated) | 16 | 16 | . | .
O=C(O)CCCSCC(=O)Nc1ccccc1 | 23 | 18 | . | .
O=C(CCS(=O)(=O)c1cccc2nonc12)N1CC(=O)N(CCc2ccccc2)C(=O)C1 | -4 | -15 | 12 | -15
Cc1ccc(C(=O)c2cn[nH]c2-c2ccccc2O)cc1 | 9 | 14 | 13 | 14
Cc1c(C)c2cc3c4c(oc3c(C)c2oc1=O)CCCC4 | -53 | -34 | 35 | -34
N#CC1=C(SCC(=O)c2ccccc2)NC2=C(C(=O)CCC2)C1c1ccco1 (configuration not stated) | 5 | -4 | -19 | -4
Cc1[nH]c(=O)c(C#N)c2c1CCCC2 | 5 | -10 | -76 | -10
O=C(COc1ccc(-c2ccccc2)cc1)N1CCN(S(=O)(=O)Cc2ccccc2)CC1 | 20 | 8 | 14 | 8
O=C(CCCCn1c(=O)[nH]c2ccccc2c1=O)NCc1ccc2c(c1)OCO2 | . | . | -33 | .
COC(=O)c1[nH]c2cc(OC)ccc2c1NC(=O)c1nonc1C | -12 | 0 | 15 | .
O=C(Nc1ccccc1C(F)(F)F)N1CCCC(O)C1 (configuration not stated) | 6 | 4 | -39 | 4
O=C(NCc1cccs1)c1nn2cccnc2c1Cl | 20 | 9 | 3 | 9
CCOC(=O)C(CC)Sc1nnc2cc(C)c3ccccc3n12 (configuration not stated) | 12 | -7 | 21 | -7
COc1ccc(N(C(C)=O)C2C=CS(=O)(=O)C2)c(OC)c1 (configuration not stated) | 21 | 0 | 23 | .
CCOc1ccc(OCCSc2nnnn2-c2ccccc2)cc1 | 28 | 16 | . | .
C/C(=N/NC(=O)c1ccoc1C)C12CC3CC(CC(C3)C1)C2 | 21 | 19 | 14 | 19
O=C(CCc1ccc(S(=O)(=O)NCCc2ccccc2)cc1)NCc1ccc2c(c1)OCO2 | 2 | 19 | 15 | 19
CC(C)OC(=O)c1sc2nc3c(cc2c1N)C(=O)CCC3 | -5 | -17 | 40 | -17
COc1ccc(N2CCN(C(=O)CCCC3=NS(=O)(=O)c4ccccc4N3)CC2)cc1 | -14 | -3 | 36 | -3
CC(=O)Nc1nonc1NC(=O)c1ccc(F)cc1 | 32 | 15 | . | .
CCOC(=O)c1ccc(NC(=O)c2c(C)[nH]c(C(=O)OCC)c2C)cc1 | -17 | 0 | 36 | .
Cc1cc(=O)[nH]c(SCCCOc2ccccc2Cl)n1 | 2 | 16 | 24 | 16
CC(=O)Nc1ccc(S(=O)(=O)N2CCN(C(=O)N3CCCCCC3)CC2)cc1 | 15 | 5 | 15 | 5
CCc1oc(C(=O)O)cc1COC | -3 | -18 | 23 | -18
O=c1oc2ccccc2c2c1nc(C(F)(F)F)n2-c1ccccc1 | 8 | 0 | . | .
Cc1ccc(C)n1-c1ccncc1 | 4 | 15 | 16 | 15
O=C1CC(c2ccc(F)cc2)Cc2nc(N3CCc4ccccc43)ncc21 (configuration not stated) | -7 | -11 | 32 | -11
COc1ccccc1OCC(=O)NCc1ccco1 | -6 | -18 | -36 | -18
S=C(c1cccs1)N1CCCC1 | 8 | -13 | 15 | -13
Cc1cc(OCC(=O)N2CCOCC2)c(C(C)C)cc1Cl | 5 | 6 | -4 | 6
CNC(=O)c1cc2c(=O)n3cccc(C)c3nc2n1C | 11 | 5 | -5 | 5
O=C1CCc2nc3ccccc3c(=O)n2N1 | -7 | -14 | 19 | -14
COc1ccccc1NC(=O)C(C)NS(=O)(=O)c1ccc(F)cc1 (configuration not stated) | -8 | 12 | -19 | 12
CCOC(=O)C(Cc1ccccc1)NC(=O)CNC(C)=O (configuration not stated) | -14 | -11 | 43 | -11
COC(=O)c1ccc(C(=O)OC)c(NC(=O)CN(c2ccc3c(c2)OCO3)S(C)(=O)=O)c1 | -1 | 10 | . | .
Cc1c(NC(=O)CCSc2ccc(Cl)cc2)c(=O)n(-c2ccccc2)n1C | 15 | 22 | 9 | 22
CC(C)CN1C(=O)CC(Sc2ccccc2C(=O)O)C1=O (configuration not stated) | 3 | 13 | . | .
CCN(CC)c1ccc(N2C(=O)/C(=C\c3cccs3)SC2=S)cc1 | 29 | 14 | 3 | 14
Cc1cccc(C)c1NC(=O)CS(=O)CC(=O)NC1CCN(Cc2ccccc2)CC1 (configuration not stated) | 18 | 10 | -10 | 10
CCC(C)C(=O)N1CCc2cc(-c3csc(N)n3)ccc21 (configuration not stated) | 21 | 4 | 20 | 4
COc1ccc(/C(O)=C2\C(=O)C(=O)N(Cc3ccco3)C2c2cc(OC)ccc2OC)cc1 (configuration not stated) | 4 | 0 | 28 | .
Cn1c(=O)[nH]c(=O)c2c1nc(CN1CCN(c3ccc(F)cc3)CC1)n2CCN1CCOCC1 | 22 | 11 | 24 | 11

A section from further up, as a working copy:
SMILES | Yeast tox | Yeast tox inhibition % | eIF2B yeast act | eIF2B yeast act mutant toxicity
Cc1cccc(C)c1NC(=O)CS(=O)CC(=O)NC1CCN(Cc2ccccc2)CC1 (configuration not stated) | 18 | 10 | -10 | 10
CCC(C)C(=O)N1CCc2cc(-c3csc(N)n3)ccc21 (configuration not stated) | 21 | 4 | 20 | 4
COc1ccc(/C(O)=C2\C(=O)C(=O)N(Cc3ccco3)C2c2cc(OC)ccc2OC)cc1 (configuration not stated) | 4 | 0 | 28 | .
Cn1c(=O)[nH]c(=O)c2c1nc(CN1CCN(c3ccc(F)cc3)CC1)n2CCN1CCOCC1 | 22 | 11 | 24 | 11

Following part:
SMILES | Yeast tox | Yeast tox inhibition % | eIF2B yeast act | eIF2B yeast act mutant toxicity
COc1ccc2c(=O)cc(-c3ccccc3)n(C)c2c1 | -4 | -13 | 34 | -13
O=C(Nc1nc2ccc(Cl)cc2s1)C1CCCO1 (configuration not stated) | 30* | 30* | . | .
Cc1c(C#N)c2ccccc2n1CC(=O)N1CCCc2ccccc21 | -10 | 16 | . | .
Cc1ccc(C)n1Cc1ccc(C(=O)O)cc1 | 14 | -4 | -32 | -4
O=C(Nc1ccc(Br)cc1)c1cnccn1 | 1 | 6 | 6 | 6
c1ccc(N=C(c2cccs2)N2CCOCC2)cc1 | . | . | -3 | .
CN1C(=O)N(C)C2(c3ccccc3)Nn3c(s/c(=C/c4ccccc4F)c3=O)=NC12c1ccccc1 (configuration not stated) | 7 | 3 | 13 | 3
O=C(NCc1ccc2c(c1)OCO2)C12CC3CC(CC(C3)C1)C2 | 11 | 5 | 22 | 5
Cc1cc(Oc2ccccc2)nc(N2CCOCC2)n1 | 7 | 5 | 12 | 5
Cc1cc(=O)oc2cc(NC(=O)CCCC(=O)O)ccc12 | 9 | 39 | 50 | 39
CCOC(=O)c1[nH]c2ccccc2c1NC(=O)c1nonc1C | . | . | 15 | .
Cc1cc(NC(=O)c2ccc(N3C(=O)CCC3=O)cc2)no1 | -23 | -5 | -83 | -5
COC(=O)C1=C(C)N(c2ccc(OC)c(OC)c2)C(=O)C1 | -10 | 0 | 30 | .
COc1ccc(-c2ccc(OC)cc2)cc1 | 12 | 4 | 19 | 4
O=C(c1nsc(Cl)c1Cl)N1CCCCC1 | 18 | 0 | 11 | .
Cc1ccc(NC(=O)COc2ccc(S(=O)(=O)N3CCOCC3)cc2)cc1 | 10 | -35 | 2 | -35
CCOC(=O)CN1C(=O)S/C(=C/c2cc(C)n(-c3ccccn3)c2C)C1=O | 4 | 10 | 23 | 10
CCOc1cccc(-c2nnc3sc(-c4cccs4)nn23)c1 | -16 | -14 | 0 | -14
COc1ccc(Cl)cc1NC(=O)CSc1nnc(COc2ccccc2)n1N | -6 | -33 | -1 | -33
CC(C)(C)C1CCC(OC(=O)CN2CCOCC2)CC1 (configuration not stated) | 2 | 15 | . | .
CCOC(=O)N1CCN(C(=O)c2ccc3c(=O)n(-c4ccc(OC)cc4OC)c(=S)[nH]c3c2)CC1 | -26 | -3 | 11 | -3
COc1cccc(-c2nnc(-c3ccc(C(F)(F)F)cc3)o2)c1 | -3 | -7 | -30 | -7
CCOC(=O)c1ccc(Nc2ccc(-c3ccc(OC)c(OC)c3)nn2)cc1 | -18 | -53 | -43 | -53
Cc1ccc(C)c(N=C2CCCN2Cc2ccccc2)c1C#N | . | . | 57* | .

Six compounds picked at random from those above, as already listed:
SMILES | Yeast tox | Yeast tox inhibition % | eIF2B yeast act | eIF2B yeast act mutant toxicity
COc1ccc(N(C(C)=O)C2C=CS(=O)(=O)C2)c(OC)c1 (configuration not stated) | 21 | 0 | 23 | .
Cc1[nH]c(=O)c(C#N)c2c1CCCC2 | 5 | -10 | -76 | -10
Cc1cc(NC(=O)c2ccc(N3C(=O)CCC3=O)cc2)no1 | -23 | -5 | -83 | -5
O=C(NCC1CCCO1)C1CC(=O)N(C2CCCC2)C1 (configuration not stated) | 16 | 16 | . | .
O=C1CCc2nc3ccccc3c(=O)n2N1 | -7 | -14 | 19 | -14
CCC(C)C(=O)N1CCc2cc(-c3csc(N)n3)ccc21 (configuration not stated) | 21 | 4 | 20 | 4

Other records follow.
SMILES | Yeast tox | Yeast tox inhibition % | eIF2B yeast act | eIF2B yeast act mutant toxicity
Cc1ccc(-c2nnn(CC(=O)N(c3ccccc3)C(C(=O)NC(C)(C)C)c3cccs3)n2)o1 (configuration not stated) | 2 | -4 | 20 | -4
CC(C)(C)NCCOc1ccc(Br)cc1 | 17 | 19 | . | .
CCOc1ccccc1NC(=O)CSc1nc2cccnc2n1C | . | . | 7 | .
O=C(CSc1nnc(COc2ccccc2)o1)NCCc1ccccc1 | 1 | 8 | 14 | 8
Cc1ccc(C(=O)NCCN(C)C)cc1C | 8 | -5 | . | .
O=C(NCCN=C1NS(=O)(=O)c2ccccc21)c1ccc(S(=O)(=O)N2CCOCC2)cc1 | 2 | 4 | . | .
CC12CCC(c3nnc(SCc4ccc(Cl)cc4)nc31)C2(C)C (configuration not stated) | 12 | 0 | 30 | .
CCOC(=O)C(Cc1ccccc1)(NC(C)=O)C(=O)OCC | 11 | 14 | 16 | 14
Cc1nc2sc(C(c3cccc(F)c3)N3CCC(O)CC3)c(O)n2n1 (configuration not stated) | 22 | -9 | -21 | -9
CC(C)(C)NC(=O)CN(Cc1cccs1)C(=O)CNS(=O)(=O)c1ccccc1 | 12 | 14 | . | .
Nc1nc(SCC(=O)Nc2ccccc2-c2ccccc2)n[nH]1 | 2 | 20 | . | .
C=CCOC(=O)c1ccc(-n2cncn2)nc1 | 13 | 7 | 21 | 7
NC(=O)CSc1nnc(-c2ccco2)n1N | -41 | 11 | -5 | 11
COc1ccc2nc(C)[nH]c(=O)c2c1 | -8 | -7 | 6 | -7
CC(=O)c1cc2c(cc1NC(=O)CCn1cccc1)OCO2 | 12 | -19 | 19 | -19
COc1ccc(S(=O)(=O)N2CCC(C)CC2)cc1Br | -4 | -4 | 16 | -4
Clc1ccc(NC2=NCCCCC2)cc1 | 2 | -14 | 13 | -14
C=CCn1c(SCc2ccc(C#N)cc2)nnc1-c1cccc(OC)c1 | -13 | -4 | 4 | -4
CCCn1c(Nc2ccc(Cl)cc2)nc2ccccc21 | -51 | -20 | 7 | -20
CCN(Cc1ccccc1)C(=O)COC(=O)c1n[nH]c2ccccc12 | 6 | 7 | . | .
Cc1ccc(NC(=O)CSc2nnc(-c3cccs3)n2Cc2ccco2)cc1 | -10 | -23 | 15 | -23
CC(c1ccccc1)N1C(=O)c2ccc(C(=O)NCc3ccco3)cc2C1=O (configuration not stated) | -7 | 9 | 11 | 9
Cc1ccc(N2CC(C(=O)OCC(=O)C(C)(C)C)CC2=O)cc1 (configuration not stated) | 8 | 34 | -23 | 34
Cc1ccc(C(=O)Nc2cccnc2)cc1S(=O)(=O)N1CCOCC1 | 35 | 10 | 16 | 10
COCCSc1ccccc1C(=O)Nc1cc(C)on1 | 0 | 5 | -4 | 5
CCCn1nc(NC(=O)c2ccccn2)c2cc3cc(C)ccc3nc21 | -4 | -16 | . | .
Cc1cc(C)n2nc(S(=O)(=O)N(C)Cc3ccccc3)nc2n1 | 25 | 0 | 22 | .
CCOC(=O)N1CCN(CC(=O)Nc2c(C(=O)OC)[nH]c3cc(C)ccc23)CC1 | 31 | 0 | 9 | .

Not all compounds are listed; rates above refer to the full screens.
